V-ATPase pH: regulators of yeast V-ATPase proton transport. AID 504577. S. cerevisiae, pHLuorin cytosolic pH fluorescence. 350,000 compounds, 0.37% hits. response, % at 10 µM; in the data active = response mostly above about 7.3%, no sharp cut-off; inactive = mostly below about 5.4%; also: actives read high; inactives centre near 0; some compounds called inactive have numbers as strong as hits; reference of the scale not given here
Wnt bcat act: activators of Wnt/beta-catenin signaling. Wnt/beta-catenin reporter cell assay, activator, plate reader. AID 743398. 300,000 compounds, 1.2% hits. activation, % at 9.35 µM; in the data active = activation above about 30%, passing the limit was not always enough;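 also: 0% = neutral control wells and 100% = positive control wells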
* hit, by the source's call.

(1) Cc1ccc(S(=O)(=O)NN=C2CCCc3ccccc32)cc1
(2) COc1ccc(C(=O)Nc2ccc3nc4n(c(=O)c3c2)CCCCC4)cc1OC
(3) Fc1cccc(CSc2nc3ncc(Cl)cc3[nH]2)c1
(4) C[C@@H]1CN([C@H](C)CO)S(=O)(=O)c2ccc(C#CCN(C)C)cc2O[C@@H]1CN(C)Cc1ccccc1F
(5) O=C1NC2C3CC(c4ccccc43)C12 (stereo not given)
(6) C[C@H](CO)N1C[C@H](C)[C@H](CN(C)Cc2ccc(Oc3ccccc3)cc2)Oc2cc(Br)ccc2S1(=O)=O
(7) CC(=O)Nc1ccc2nsnc2c1
(8) CC1COC(=C2C(=O)OCC2C)C1 (stereo not given)

assay / entry	1	2	3	4	5	6	7	8
V-ATPase pH	-3	1	1	1	2	0	1	0
Wnt bcat act	-4	2	10	-2	2	-2	-1	2

(9) C[C@H](O)[C@@H]1CN2CCc3c([nH]c4ccccc34)[C@@H]2C[C@@H]1N(C)C(=O)Nc1ccc(F)cc1
(10) CCOc1ccc(/C(O)=C2\C(=O)C(=O)N(c3ccccn3)C2c2ccccc2F)c(C)c1 (stereo not given)
(11) O=C(Cc1cccc2ccccc12)NN=Cc1ccc2c(c1)CCC2
(12) CCN(C(=O)COC(=O)CNS(=O)(=O)c1ccc(C)cc1)C1CCS(=O)(=O)C1 (stereo not given)
(13) CCOC(=O)c1c(-c2cc(OC)c(OC)c(OC)c2)csc1N
(14) O=S(=O)(Nc1ccccc1N1CCCC1)c1ccccc1C(F)(F)F
(15) Cc1ccc([C@@H]2CC(=O)[C@@H]3CN(S(=O)(=O)c4ccccc4C)[C@H](c4ccc(Cl)cc4)C[C@@H]3N2S(=O)(=O)c2ccc(C)cc2)cc1
(16) C[C@@H]1CN([C@H](C)CO)C(=O)CCCn2cc(nn2)CO[C@H]1CN(C)C(=O)Nc1ccccc1

assay / entry	9	10	11	12	13	14	15	16
V-ATPase pH	3	0	-2	-1	5	0	-1	4
Wnt bcat act	-1	-1	0	-1	-3	-1	-7	-2

(17) CC1(C)N=C(N)N=C(N)N1c1cc(Cl)ccc1Cl
(18) COc1ccc(NC(=O)C[C@H]2C(=O)N(c3ccc(Br)cc3)C[C@@H]2CSC)cc1
(19) CCOC(=O)c1ccc(NC(=S)N2CCN(CCN=CC3=C(O)CC(c4ccccc4)CC3=O)CC2)cc1 (stereo not given)
(20) CC1CC(=O)c2cc(-c3ccccc3)oc2C1 (stereo not given)
(21) CC1CN(C(=O)/C(C#N)=C2\N=C(NC(=O)c3ccc(F)cc3)c3ccccc32)CC(C)O1 (stereo not given)
(22) Cc1ccc(S(=O)(=O)Nc2ccc3ccccc3n2)cc1
(23) CCCCCC(=O)N1C[C@@H](n2cc(-c3ccc(F)cc3)nn2)[C@H](O)C[C@@H]1c1ccc(C)cc1
(24) CC(OC(=O)c1ccc(NC(=O)CC#N)cc1)C(=O)Nc1ccc(S(=O)(=O)N2CCCC2)cc1 (stereo not given)

assay / entry	17	18	19	20	21	22	23	24
V-ATPase pH	2	-3	-3	-3	-3	-2	-2	-3
Wnt bcat act	1	-1	0	6	0	1	4	-1

(25) CC1=CC(C)(C(Cl)(Cl)Cl)C(C)=CC1=NO (stereo not given)
(26) Cc1cccc(C(=O)NC(=S)NC(C)c2ccccc2)c1 (stereo not given)
(27) COc1ccc(CC(=O)NCCc2ccc3c(c2)OCO3)cc1OC
(28) Oc1ccc(O)c(C=NNC(=S)NC2CC3CC2C2C=CCC32)c1 (stereo not given)
(29) CCOC(=O)N(C)C[C@H]1OCc2cnnn2CCCC(=O)N([C@H](C)CO)C[C@H]1C
(30) Cc1ccc(Cc2c(-c3ccc(C#N)cc3)nc3ccc(Br)cn23)cc1
(31) C[C@H](CO)N1C[C@H](C)[C@@H](CN(C)Cc2ccc(Oc3ccccc3)cc2)Oc2cc(Br)ccc2S1(=O)=O
(32) Cc1cccn2c(=O)c(/C=C(\C#N)C(=O)NCc3ccco3)c(N3CCOCC3)nc12

assay / entry	25	26	27	28	29	30	31	32
V-ATPase pH	-1	-2	-1	-2	-2	1	4	-3
Wnt bcat act	-1	1	8	12	-3	5	-6	-1

(33) CCN1C(=O)[C@H]2[C@@H](c3ccc(C)cc3)N[C@]3(CCCN(Cc4cccn4C)C3=O)[C@H]2C1=O
(34) CC(C)OC(=O)N(C)C[C@@H]1OCc2cn(nn2)CCCC(=O)N([C@H](C)CO)C[C@H]1C
(35) COc1cc(/C=N/NC(=O)Cn2cnc3c2c(=O)n(C)c(=O)n3C)cc(OC)c1OC
(36) C[C@@H]1CCCCO[C@H](CN(C)C(=O)CCC(F)(F)F)[C@@H](C)CN([C@H](C)CO)C(=O)c2cc(NC(=O)c3ccncc3)ccc2O1
(37) COc1cc2c(cc1O)C(CSC)Cc1cc3c(cc1N(C)CC2)OCO3 (stereo not given)
(38) COc1ccc(NC(=O)C[C@H]2C(=O)N(c3ccc(OC)cc3)C[C@@H]2C)cc1
(39) CCOC(=O)Cc1csc(NC(=O)CCCC(=O)O)n1
(40) O=C(NNc1nc(-c2ccccc2)cs1)c1cccs1

assay / entry	33	34	35	36	37	38	39	40
V-ATPase pH	-1	-2	1	-1	0	0	3	-2
Wnt bcat act	-1	-1	1	-1	2	-2	1	1

(41) Brc1nc(-c2ccccc2)nc(-c2ccccc2)c1Br
(42) Cc1noc(C)c1S(=O)(=O)N(C)C[C@H]1OCc2cnnn2CCCC(=O)N([C@H](C)CO)C[C@@H]1C
(43) CC1(C)CC(=O)C=C(c2ccc(COC(=O)C(c3ccccc3)c3ccccc3)cc2)C1=O
(44) COCCCn1c(SCC(=O)N2CCCC2=O)nc2ccccc2c1=O
(45) Cc1ccc(C(=O)C2CCN(S(=O)(=O)c3c(C)noc3C)CC2)cc1
(46) Cc1ccc(CCNC(=O)CN2C(=O)CSc3ccc(S(=O)(=O)N4CCOCC4)cc32)cc1
(47) C[C@H](CO)N1C[C@H](C)[C@@H](CN(C)S(=O)(=O)c2ccc3ccccc3c2)OCc2cnnn2CCCC1=O
(48) CC1CC(=O)Nc2ccccc2N1C(=O)COc1ccccc1C(N)=O (stereo not given)

assay / entry	41	42	43	44	45	46	47	48
V-ATPase pH	2	-3	-1	0	-2	6	2	2
Wnt bcat act	0	0	-1	0	0	-2	-1	3

(49) COC(=O)c1ccc2c(=O)n(CCN3CCOCC3)c(SCC(=O)Nc3ccccc3OC)nc2c1
(50) C[C@@H]1CN([C@@H](C)CO)C(=O)CCCn2cc(nn2)CO[C@H]1CN(C)C(=O)OCc1ccccc1
(51) CCN(CC)C(=O)C1=C(C)N(CCCN2CCCC2=O)C(=O)C(CC(=O)NCCCN(C)C)C1 (stereo not given)
(52) N#Cc1cccc(C(Br)S(=O)(=O)c2ccccc2)c1 (stereo not given)
(53) CCCCCCNC(=O)O[C@H]1C[C@@H]2C(=O)N(c3ccccc3)C(=O)[C@@H]2[C@@H]2CN(S(=O)(=O)c3ccc(C)cc3)C[C@]12O
(54) COc1cc2c(=O)[nH]c3cc([N+](=O)[O-])ccc3c2cc1[N+](=O)[O-]
(55) Cc1ccc(-n2ncc(-c3n[nH]c(=S)o3)c2N)cc1C
(56) CC(NC(=O)C1CC(=O)N(c2ccc3c(c2)OCCO3)C1)c1ccccc1 (stereo not given)

assay / entry	49	50	51	52	53	54	55	56
V-ATPase pH	-2	-1	0	2	-1	-1	0	1
Wnt bcat act	-6	-2	1	-1	-1	4	0	-8

(57) CCN(c1ccccc1)S(=O)(=O)c1cccc(C(=O)NCC(c2ccc(OC)cc2)N2CCCCC2)c1 (stereo not given)
(58) COc1ccccc1C#Cc1cnc2c(c1)C(=O)N([C@H](C)CO)C[C@@H](C)[C@@H](CN(C)C(=O)c1ccc3c(c1)OCO3)O2
(59) C[C@H](CO)N1C[C@H](C)[C@H](CN(C)C(=O)Nc2ccccc2F)OCc2cnnn2CCCC1=O
(60) CCOC(=O)CCCCCC(=O)Nc1ccc2c(c1)C(=O)N([C@H](C)CO)C[C@H](C)[C@H](CN(C)C(=O)C1CCCCC1)OCCCC[C@@H](C)O2
(61) CCCCC(=O)Nc1ccc2c(c1)nc1n2CCN(CCOC)C1
(62) O=C(OCc1cn([C@H]2C[C@H](c3ccc(Cl)cc3)N(CC3CCCCC3)C[C@@H]2O)nn1)c1ccccc1
(63) Cc1cc(NS(C)(=O)=O)c(=O)n(Cc2cccc(C(F)(F)F)c2)c1
(64) CC(C)n1cc(/C(N)=N/O)c(=O)n(Cc2ccccc2)c1=O
(65) C[C@@H]1CN([C@@H](C)CO)C(=O)CCCn2nncc2CO[C@H]1CN(C)C(=O)Nc1cccc2ccccc12

assay / entry	57	58	59	60	61	62	63	64	65
V-ATPase pH	0	1	-2	-1	3	2	-3	3	2
Wnt bcat act	-4	-3	-3	-3	1	0	-3	-3	-2

Exported with values under each structure: 16 of the compounds above
Values run as follows: V-ATPase pH	Wnt bcat act
#50 C[C@@H]1CN([C@@H](C)CO)C(=O)CCCn2cc(nn2)CO[C@H]1CN(C)C(=O)OCc1ccccc1
  -1	-2
#51 CCN(CC)C(=O)C1=C(C)N(CCCN2CCCC2=O)C(=O)C(CC(=O)NCCCN(C)C)C1 (stereo not given)
  0	1
#52 N#Cc1cccc(C(Br)S(=O)(=O)c2ccccc2)c1 (stereo not given)
  2	-1
#53 CCCCCCNC(=O)O[C@H]1C[C@@H]2C(=O)N(c3ccccc3)C(=O)[C@@H]2[C@@H]2CN(S(=O)(=O)c3ccc(C)cc3)C[C@]12O
  -1	-1
#54 COc1cc2c(=O)[nH]c3cc([N+](=O)[O-])ccc3c2cc1[N+](=O)[O-]
  -1	4
#55 Cc1ccc(-n2ncc(-c3n[nH]c(=S)o3)c2N)cc1C
  0	0
#56 CC(NC(=O)C1CC(=O)N(c2ccc3c(c2)OCCO3)C1)c1ccccc1 (stereo not given)
  1	-8
#57 CCN(c1ccccc1)S(=O)(=O)c1cccc(C(=O)NCC(c2ccc(OC)cc2)N2CCCCC2)c1 (stereo not given)
  0	-4
#58 COc1ccccc1C#Cc1cnc2c(c1)C(=O)N([C@H](C)CO)C[C@@H](C)[C@@H](CN(C)C(=O)c1ccc3c(c1)OCO3)O2
  1	-3
#59 C[C@H](CO)N1C[C@H](C)[C@H](CN(C)C(=O)Nc2ccccc2F)OCc2cnnn2CCCC1=O
  -2	-3
#60 CCOC(=O)CCCCCC(=O)Nc1ccc2c(c1)C(=O)N([C@H](C)CO)C[C@H](C)[C@H](CN(C)C(=O)C1CCCCC1)OCCCC[C@@H](C)O2
  -1	-3
#61 CCCCC(=O)Nc1ccc2c(c1)nc1n2CCN(CCOC)C1
  3	1
#62 O=C(OCc1cn([C@H]2C[C@H](c3ccc(Cl)cc3)N(CC3CCCCC3)C[C@@H]2O)nn1)c1ccccc1
  2	0
#63 Cc1cc(NS(C)(=O)=O)c(=O)n(Cc2cccc(C(F)(F)F)c2)c1
  -3	-3
#64 CC(C)n1cc(/C(N)=N/O)c(=O)n(Cc2ccccc2)c1=O
  3	-3
#65 C[C@@H]1CN([C@@H](C)CO)C(=O)CCCn2nncc2CO[C@H]1CN(C)C(=O)Nc1cccc2ccccc12
  2	-2

Source: PubChem BioAssay (several laboratories)

Some of the compounds tested; rates above refer to the full screens.
